PostGolgi ctrl: inhibits growth of the yeast control strain. efflux-deficient yeast background strain, growth absorbance A615, 16 h. inhibition, % at 10 µM. actives 5% (n = 98,000). AID 738
CYP2C19 inhib: human CYP2C19 inhibition; P33261; CYP2C19 Supersomes, luciferin-H EGE luminescence, 30 min; inhibition, % at 5 µM; actives 21% (n = 96,000); AID 778;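 active = CYP2C19 inhibition above a set limit at 5 µM in the primary screen, cut at about 50% in these data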;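 note: plate controls were negative control wells for no effect and 2.5 mM tranylcypromine positive control for full effect; values of inactives mirror those of a sister screen read the other way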
PostGolgi yeast: growth inhibition of a yeast mutant, post-Golgi transport screen. actives 0.9% (n = 98,000). inhibition, % at 10 µM. post-Golgi transport phenotypic cell assay;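 note: yeast cells grown in 1536-well plates; yeast grown about 18 h at 30C before absorbance read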
S1P2 agonist: activates the human S1P2 receptor. O95136. S1P2-expressing cell line, agonist reporter read-out. actives 0.46% (n = 97,000). activation, % at 4.5 µM; in the data active = activation above about 16%;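 note: 0% = vehicle low control and 100% = maximal reference agonist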
Target sequence (O95136 whole entry, looked up): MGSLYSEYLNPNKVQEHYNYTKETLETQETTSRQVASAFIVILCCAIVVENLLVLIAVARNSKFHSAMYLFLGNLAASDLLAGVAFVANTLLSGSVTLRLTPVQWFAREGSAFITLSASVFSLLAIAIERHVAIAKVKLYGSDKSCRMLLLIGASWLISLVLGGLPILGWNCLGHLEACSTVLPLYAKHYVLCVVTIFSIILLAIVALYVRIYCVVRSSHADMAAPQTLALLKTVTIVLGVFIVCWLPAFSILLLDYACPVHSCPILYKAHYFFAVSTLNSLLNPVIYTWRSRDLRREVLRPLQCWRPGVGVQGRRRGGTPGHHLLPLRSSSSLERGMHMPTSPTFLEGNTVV
CYP2C19 activ: increases human CYP2C19 enzyme activity; 96,000 tested, under 10 active; activation factor at 5 µM; P33261; recombinant CYP2C19, luciferin-H EGE luminescence; stronger effect = higher value; 0 = fully inhibited enzyme, 1 = untreated enzyme; AID 1025;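 active = activation factor of at least 2 at 5 µM in the primary screen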;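 note: 0 = wells with 2.5 mM tranylcypromine and 1 = vehicle-only wells; values of inactives mirror those of a sister screen read the other way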
sEH inhibitor: inhibitors of human soluble epoxide hydrolase | recombinant human sEH enzymatic activity assay | P34913 | inhibition, % at 2 µM | actives 0.34% (n = 91,000); in the data active = inhibition above about 80%; note: values of inactives mirror those of a sister screen read the other way; many of its hits are not listed in these tables
Target sequence (P34913 whole entry, looked up): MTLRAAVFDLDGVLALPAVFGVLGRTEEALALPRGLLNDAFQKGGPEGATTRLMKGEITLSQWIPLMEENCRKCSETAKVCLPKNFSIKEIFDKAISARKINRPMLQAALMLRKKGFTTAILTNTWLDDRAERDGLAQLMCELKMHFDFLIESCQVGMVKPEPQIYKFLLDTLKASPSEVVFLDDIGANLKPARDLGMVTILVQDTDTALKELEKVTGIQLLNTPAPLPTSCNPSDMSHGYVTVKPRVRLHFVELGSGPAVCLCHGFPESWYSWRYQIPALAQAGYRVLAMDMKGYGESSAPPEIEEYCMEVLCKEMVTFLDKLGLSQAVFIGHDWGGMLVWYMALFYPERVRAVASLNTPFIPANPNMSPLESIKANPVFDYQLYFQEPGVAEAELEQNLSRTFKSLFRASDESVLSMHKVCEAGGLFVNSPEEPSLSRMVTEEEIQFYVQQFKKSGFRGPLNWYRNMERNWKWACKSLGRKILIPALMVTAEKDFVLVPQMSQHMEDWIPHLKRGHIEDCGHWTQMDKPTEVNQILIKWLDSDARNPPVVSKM
DAT uptake mod: changed human dopamine transporter uptake under cocaine IC80. LLC-PK1 hDAT cells, [14C]-dopamine uptake with cocaine IC80; actives deviate in either direction. Q01959. actives 1.3% (n = 110,000). B-score at 10 µM;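 active = Z score or B-score, a plate-position-corrected score, falls beyond the plate's 99.7% confidence bounds, in either direction; inactive = both scores lie inside the 99.7% bounds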;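 note: scored against the spread of the other compound wells on the same plate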
S1P2 blocker: antagonists of human S1P2 receptor | O95136 | cell-based S1P2 antagonist assay, inhibition at 5 uM | inhibition, % at 5 µM | actives 0.21% (n = 97,000) | AID 736; in the data active = inhibition above about 45%;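 note: CRE beta-lactamase reporter cells expressing human S1P2 stimulated with S1P; 0% = agonist at EC80 alone and 100% = agonist plus reference antagonist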
sEH activator: activators of human soluble epoxide hydrolase. P34913. activation, % at 2 µM. AID 717. purified human sEH enzymatic activity, activator screen. actives 0.04% (n = 91,000); in the data active = activation above about 37%; note: values of inactives mirror those of a sister screen read the other way
* = called active by the depositor; . = not tested or not shown. Cut-off read from the data, not from the text of the source, unless noted: active = inhibition above about 30%; inactive = the rest. An unsorted share of the library, and some 24% of all compounds hit somewhere here.

SMILES	PostGolgi ctrl	CYP2C19 inhib	PostGolgi yeast	S1P2 agonist	CYP2C19 activ	sEH inhibitor	DAT uptake mod	S1P2 blocker	sEH activator
CC1Cc2ccccc2N1C(=O)CSC1=NCCS1 (centres undefined)	2	14	0	-15	0.9	-5	0.11	-5	6
c1ccc(CN2CCC(Nc3nc(-c4ccccc4)nc4ccccc34)CC2)cc1	8	61*	4	-5	0.4	-2	1.3	0	2
O=C(NCCc1ccccc1)c1cc2ncc(Br)cn2n1	3	12	5	0	0.9	-8	0.097	7	6
CCC(Sc1ncccn1)C(=O)Nc1cc(C)on1 (centres undefined)	.	.	.	-7	.	-6	1.3	-7	6
CCn1c(=O)cc(OCC(=O)N2CCc3ccccc32)c2ccccc21	5	11	-7	.	0.9	.	0.68	.	.
CC1(c2ccc3noc(-c4ccc(F)cc4)c3c2)OCCO1	18	69*	2	-5	0.3	4	0.2	-21	-2
O=C(CCS(=O)(=O)c1cccs1)N1CCN(c2ccc(F)cc2)CC1	4	72*	2	-6	0.3	.	1	3	.
COc1cc(OC)c(OC)cc1/C=N/n1c(C)nnc1C	9	-7	14	-5	1.1	.	-0.0048	1	.
CCC(=O)NC(=S)Nc1ccc(Cl)cn1	-1	15	5	-5	0.8	4	2.2*	20	-3
COc1ccc(C(=O)O)cc1S(=O)(=O)NCCCN1CCCC1=O	1	0	-3	-8	1	1	0.0032	-5	1
CCCOc1ccc(C(=O)Nc2cc(-c3nn4c(C)nnc4s3)ccc2C)cc1	-2	23	-9	-4	0.8	13	1.4	-6	-14
COCCNC(=O)CCc1nc(-c2ccccc2)no1	14	1	0	-4	1	0	-0.5	7	-4
CC(C)[C@H](N)c1nnc(SCc2ccc(Cl)cc2)o1	0	96*	4	-6	0	-1	0.68	7	-1
COc1ccc(Nc2nc(Cl)nc(NCc3ccco3)n2)cc1	4	4	8	-10	1	2	0.26	-23	-2
COc1ccc(N2CCN(Cc3cc(=O)oc4cc(-c5ccccc5)c(O)cc34)CC2)cc1	3	12	-12	-7	0.9	0	-0.61	6	2
CCOC(=O)c1sc2nccc(N(C)C)c2c1N=CNOCc1ccccc1	21	61*	-2	6	0.4	-8	0.61	-3	8
Cn1c(/C=N/NC(=O)c2ccccc2)nc2ccccc21	1	10	-7	-5	0.9	-4	0.86	6	2
CCc1ccccc1NC(=O)CN(C)Cc1nc(N)nc(Nc2ccccc2C)n1	-1	68*	4	-3	0.3	-4	.	-6	7
C=CCn1c(COc2ccccc2)nnc1SC(C)C(=O)N/N=C/c1cc(Cl)ccc1O (centres undefined)	11	35	1	-1	0.6	2	0.19	-7	-1
O=C(O)CC(NC(=O)OCc1ccccc1)c1ccc(Br)cc1 (centres undefined)	2	11	4	-4	0.9	6	0.58	-18	-4
CCOCCCNC(=S)N1C2CCC1CC(NC(=O)NC1CCCCC1)C2 (centres undefined)	0	0	13	-4	1	56	-0.012	17	-56
COc1cccc(-n2nc3c(=S)[nH]nc(C)c3c2C)c1	12	3	-2	-9	1	1	.	-34	2
COc1cccc(-c2cc(C(=O)N/N=C/c3ccc(OC)c(COC(C)=O)c3)c3ccccc3n2)c1	-1	49	-1	-4	0.5	-5	-0.74	10	4
CCOc1ccc(S(=O)(=O)Nc2nc3ccccc3nc2N2CCN(C)CC2)cc1	3	18	1	-5	0.8	-17	-0.072	-2	20
CCOC(=O)C(C(=O)OCC)N(C#N)c1nc(OC)nc(N(C)C)n1	10	4	7	-2	1	-9	0.038	-7	7
COc1ccccc1OCc1nc(C#N)c(N2CC(C)CC(C)C2)o1 (centres undefined)	28	42	-2	-2	0.6	.	.	-13	.
CCOc1cc(C2C(C(=O)N3CCCCC3)=C(C)NC3=C2C(=O)CCC3)cc(Br)c1O (centres undefined)	0	6	2	-4	0.9	-8	-0.61	-6	8
Cc1onc(-c2ccccc2)c1C(=O)Nc1nc(-c2cc(F)ccc2F)cs1	0	-11	-2	-1	1.1	-1	-0.94	1	-1
Cc1cccc(OCc2nc(C#N)c(NCc3ccc4c(c3)OCO4)o2)c1	23	99*	-5	-2	0	9	0.002	-10	-10
COc1ccc(S(=O)(=O)N2CCC(C(=O)NCCc3ccc4c(c3)OCO4)CC2)cc1	39*	86*	1	-6	0.1	16	0.89	20	-19

Random excerpt: five records from the list.
SMILES	PostGolgi ctrl	CYP2C19 inhib	PostGolgi yeast	S1P2 agonist	CYP2C19 activ	sEH inhibitor	DAT uptake mod	S1P2 blocker	sEH activator
Cc1onc(-c2ccccc2)c1C(=O)Nc1nc(-c2cc(F)ccc2F)cs1	0	-11	-2	-1	1.1	-1	-0.94	1	-1
CCc1ccccc1NC(=O)CN(C)Cc1nc(N)nc(Nc2ccccc2C)n1	-1	68*	4	-3	0.3	-4	.	-6	7
CCOC(=O)c1sc2nccc(N(C)C)c2c1N=CNOCc1ccccc1	21	61*	-2	6	0.4	-8	0.61	-3	8
CCOc1cc(C2C(C(=O)N3CCCCC3)=C(C)NC3=C2C(=O)CCC3)cc(Br)c1O (centres undefined)	0	6	2	-4	0.9	-8	-0.61	-6	8
CCOC(=O)C(C(=O)OCC)N(C#N)c1nc(OC)nc(N(C)C)n1	10	4	7	-2	1	-9	0.038	-7	7

More compounds.
SMILES	PostGolgi ctrl	CYP2C19 inhib	PostGolgi yeast	S1P2 agonist	CYP2C19 activ	sEH inhibitor	DAT uptake mod	S1P2 blocker	sEH activator
COC(=O)c1cn(CC(=O)N2CCCCCC2)c2ccccc12	5	92*	5	-2	0.1	3	0.039	-18	2
CCOc1ccc(C(=O)NC(=S)Nc2ccccc2N2CCC(C)CC2)cc1[N+](=O)[O-]	13	27	15	-3	0.7	6	-0.32	-12	-4
C(=N\N1CCN(C2c3ccccc3-c3ccccc32)CC1)/c1cccnc1	23	84*	4	-11	0.2	27	-1.2	-22	-24
C=CCn1c(COc2ccc3c(c2)CCCC3)nnc1SCC(=O)Nc1cccc(SC)c1	7	29	2	-3	0.7	-5	0.31	13	8
O=c1c(-c2ccc(Cl)cc2)coc2c(CN3CCOCC3)c(O)ccc12	6	4	7	-3	1	-10	-0.75	17	12
O=C(CN1C(=O)NC2(CCCCCCC2)C1=O)NCc1ccc2c(c1)OCO2	1	5	2	-6	1	-4	0.29	-2	5
Cn1c(SCC(=O)NCc2cccs2)nnc1-c1ccco1	4	4	-5	0	1	-1	0.18	-24	7
N#CCCn1cc(C(CC(=O)c2ccccc2)C(=O)O)c2ccccc21 (centres undefined)	.	.	.	-6	.	-13	0.14	6	12
CCC(=O)/C=C1\Sc2ccc(OC)cc2N1CCO	3	.	8	-3	.	-16	0.79	-11	14
CC(C)C1C(c2ccccc2)N(C)C(c2ccccc2)CC1(O)c1ccccc1 (centres undefined)	33*	-2	-11	-1	1	4	-1.7	-5	-3
Cc1[nH]c2c(C)cccc2c1CCNC(=O)c1ccc2c(c1[N+](=O)[O-])C(=O)c1ccccc1C2=O	40*	61*	11	-5	0.4	-4	0.18	9	1
CCOC(=O)Cc1csc(NC(=O)c2sc3nc4c(C)cc(C)cc4cc3c2N)n1	11	28	-5	-6	0.7	-3	-0.19	-26	3
CCc1ccc(S(=O)(=O)NCc2cn3cccc(C)c3n2)s1	6	7	6	-6	0.9	6	1.3	-1	-6
O=C(N/N=C/c1c(Nc2cccc(C(F)(F)F)c2)nc2ccccn2c1=O)c1ccccc1	1	19	-2	-7	0.8	-5	-1.6	18	2
CCn1c(=O)cc(OCC(=O)NCC2CCCO2)c2ccccc21 (centres undefined)	15	0	-3	-4	1	26	0.036	17	-25
O=C(NCCc1ccccn1)c1ccc(COc2ccccc2)o1	-2	6	7	-5	0.9	-3	-0.025	5	1
CCn1c(=O)n(CC)c2cc(S(=O)(=O)Nc3cc(C)cc(C)c3C#N)ccc21	2	62*	7	-12	0.4	-13	0.34	-17	10
Cc1cccc(CSc2cccc3cccnc23)c1	1	46	-8	-5	0.5	3	-0.67	29	-4
CCOC(=O)c1ccccc1NC(=O)CSc1cccc[n+]1[O-]	-4	-18	14	-7	1.2	0	0.4	22	2
COc1ccc(C2N3CC4(C)CN2CC(C)(C3)C4)cc1OC (centres undefined)	2	-5	0	.	1	.	-7.5*	.	.
Cc1ccc2c(c1)NC(=O)C(CC(=O)NCc1cccnc1)O2 (centres undefined)	12	6	-7	-6	0.9	.	0.023	-4	.
Cn1c(SCc2ccccc2)nnc1-c1ccc2c(c1)OCO2	20	88*	5	0	0.1	-13	0.5	-4	12
CCOC(=O)Cn1nnnc1CN(Cc1cccs1)Cc1cc2cc(C)cc(C)c2[nH]c1=O	11	63*	0	-6	0.4	2	.	5	-4
Cc1cc(C(=O)N2CCN(c3cccc(Cl)c3)CC2)c(C)o1	6	42	-2	-7	0.6	10	0.09	5	-10
CCOC(=O)Cc1csc(NC(=O)c2ccc(OC)c(OC)c2)n1	13	17	5	-8	0.8	.	-0.37	-8	.
O=C(CCC(=O)N1CCc2ccccc2C1)N1CCN(S(=O)(=O)c2ccccc2)CC1	2	.	-1	-2	.	2	0.54	21	-3
Cc1cccc(OCCc2nnc(N)s2)c1C	1	-1	24	-6	1	-6	-1.7	-4	6
c1cn(C23CC4CC(CC(C4)C2)C3)cn1	3	87*	-4	-1	0.1	-15	-0.24	6	10
c1nc(N2CCCCCC2)c2[nH]cnc2n1	17	13	-9	.	0.9	.	-0.061	.	.
CCN(C(=O)c1cc(Cl)ccc1OC)C1CCCCC1	20	95*	14	-4	0.1	9	0.69	-11	-8
COCCCNc1nc2c(c(=O)[nH]c(=O)n2C)n1CCCc1ccccc1	7	70*	-10	-7	0.3	-22	-0.29	-10	24
CC1=C(C(N)=O)C(c2ccco2)C(C(N)=O)=C(C)N1	-6	6	1	-5	0.9	-6	-0.025	-23	6
O=C(Nc1cccc(-c2nc3ccccc3s2)c1)c1cc(-n2cnnc2)ccc1Cl	16	3	-1	-8	1	3	0.94	0	-3
CCCc1ccc(OC(=O)c2cccs2)cc1	6	-14	-8	-3	1.1	-5	0.11	-1	4
CCOC(=O)C1=C(C)NC2=C(C(=O)C(C(=O)OCC)C(c3ccco3)C2)C1c1ccccn1 (centres undefined)	4	12	3	1	0.9	-10	0.48	-30	13
COc1ccccc1N1CCN(C(=O)c2c(C)cc(=O)oc2C)CC1	-1	15	11	-8	0.8	.	-1.2	0	.
CCCCN(Cc1ccccc1)C(=O)C1CCN(S(=O)(=O)c2c(C)noc2C)CC1	-4	4	21	-2	1	-18	-0.17	-20	14
O=C(Cc1ccccc1)Nc1nc2ccccc2[nH]1	25	42	3	-4	0.6	-4	0.52	16	4
Cc1nnc(SCC(=O)c2cc(C)n(-c3c(C)n(C)n(-c4ccccc4)c3=O)c2C)s1	7	-4	3	.	1	.	0.16	.	.
CC(=O)Nc1nc(N2C(=O)c3ccccc3C2=O)n(-c2ccccc2)n1	-2	-16	0	-7	1.2	5	0.23	-8	-5
c1ccc(OCCSc2nnnn2C2CCCCC2)cc1	.	68*	.	-4	0.3	13	.	-2	-14
COc1ccccc1C(=O)NC(C)c1ccccc1 (centres undefined)	4	56*	2	-7	0.4	10	-0.015	2	-8
CCC(c1nnnn1C1CCCC1)N1CCN(c2ccccc2)CC1 (centres undefined)	2	21	-13	-3	0.8	-12	-0.63	-5	11
COC(=O)c1ccc2c(c1)nc(C)n2CCO	6	-9	1	-5	1.1	0	-1.3	19	-1
Cc1c(C(=O)Nc2ccc(N3CCOCC3)cc2)oc2ccccc12	10	-4	-3	3	1	-1	0.42	-10	3
CCOc1ccc(NS(=O)(=O)c2ccc(N)cc2)cc1	-8	54*	-3	-9	0.5	2	0.14	-13	-4
Cc1cc(C)c2c(=O)[nH]c(SCC(=O)N(C)C)nc2n1	17	9	36*	-3	0.9	-15	-0.44	-4	15
CCOC(=O)CC(=O)Nc1ccc(C)cc1	5	11	-4	-7	0.9	6	-0.039	22	-5
Cc1cc(C(=O)CC#N)c(C)n1CC(F)(F)F	9	17	-1	-3	0.8	-5	2.4	5	5

Screens from PubChem.
